Screening data as filed in PubChem.
CHO-K1 Ca antag: nonselective inhibitor or artifact in parental CHO-K1 cells | ATP-induced calcium, Fluo-8 fluorescence | inhibition, % at 3 µM | 0.6% of 360,000 active;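 active = inhibition above a per-plate cutoff, the plate's mean sample inhibition plus 3 SD, cut at about 24% in these data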;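 also: 0% = DMSO plus EC80 ATP and 100% = DMSO alone without ATP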
M1 ag parental: M1 agonist counterscreen hit in parental CHO-K1 cells. Fluo-8 calcium fluorescence; scaled to maximal ATP response, vehicle zero. activation, % at 3 µM. 0.48% of 360,000 active; in the data active = activation above about 15%;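 also: untransfected CHO-K1 host cells lacking M1 receptor as counterscreen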
M1 PAM parental: counter-screen for M1 PAMs: effect in parental CHO-K1 cells | activation, % at 3 µM | ATP EC20, Fluo-8 calcium fluorescence; 0% at ATP EC20, 100% at ATP max | 0.02% of 360,000 active;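 active = activation above the run cutoff, the mean activation of all test compounds plus 3 SD, cut at about 40% in these data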;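 also: peak over basal fluorescence ratio in a 140 s read after ATP addition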
TAAR1 antagonist: human TAAR1 antagonism; Q96RJ0; CHO RD-HGA16 TAAR1, Fluo-8 calcium fluorescence, antagonist; inhibition, % at 3 µM; 1.5% of 360,000 active; AID 624466;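 active = inhibition above a per-plate cutoff, the mean inhibition of test compounds on that plate plus 3 SD, cut at about 49% in these data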;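 also: 0% = DMSO plus EC80 beta-PEA response and 100% = DMSO alone without agonist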
Target sequence (Q96RJ0 whole entry, looked up): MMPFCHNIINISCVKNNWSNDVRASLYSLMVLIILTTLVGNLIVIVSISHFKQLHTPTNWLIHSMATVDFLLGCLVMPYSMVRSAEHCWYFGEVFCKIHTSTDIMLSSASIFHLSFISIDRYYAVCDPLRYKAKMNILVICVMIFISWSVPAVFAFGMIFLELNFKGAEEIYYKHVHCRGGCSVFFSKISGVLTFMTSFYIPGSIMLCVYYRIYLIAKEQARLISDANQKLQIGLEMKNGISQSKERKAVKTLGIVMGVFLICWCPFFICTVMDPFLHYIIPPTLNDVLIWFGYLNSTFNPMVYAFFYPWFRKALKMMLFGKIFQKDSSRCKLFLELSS
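Test system: RD-HGA16 CHO cells with stable hTAAR1 and Gα16 / Probe or stimulus: EC80 β-phenethylamine stimulus / Times: seeding 17-24 h prior, 75-min 37 °C, 30-min RT dye loading / Detection: Fluo-8 calcium-sensitive fluorescence / Read-out basis: % inhibition scaled between DMSO and EC80 PEA controls / Repeats: singlicate, one well per test compound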
CHRM1 antagonist: antagonists of human M1 muscarinic receptor; P11229; CHO-K1 hM1, Fluo-8 calcium fluorescence, ACh EC80 antagonist; inhibition, % at 3 µM; 1.3% of 360,000 active;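 active = percent inhibition above its own plate's cutoff, namely the mean of that plate's compound wells plus 3 SD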;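 also: peak over basal fluorescence ratio during 140 s after agonist addition; 0% = ACh EC80 plus DMSO and 100% = DMSO alone without agonist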
OXTR potentiator: potentiates the human oxytocin receptor response | AID 2445 | P30559 | 0.061% of 320,000 active | activation, % at 3 µM | CHO-OTR cells, Fluo-8 calcium fluorescence, potentiator mode; 0% = oxytocin EC15, 100% = EC100;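 active = activation above that plate's cutoff, the mean activation of tested compounds plus 3 SD, cut at about 6.6% in these data, passing the limit was not always enough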;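 also: 100% uses oxytocin at 75 nM as the full agonist control; some results filed as inactive read as strong as hits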
Target sequence (P30559 whole entry, looked up): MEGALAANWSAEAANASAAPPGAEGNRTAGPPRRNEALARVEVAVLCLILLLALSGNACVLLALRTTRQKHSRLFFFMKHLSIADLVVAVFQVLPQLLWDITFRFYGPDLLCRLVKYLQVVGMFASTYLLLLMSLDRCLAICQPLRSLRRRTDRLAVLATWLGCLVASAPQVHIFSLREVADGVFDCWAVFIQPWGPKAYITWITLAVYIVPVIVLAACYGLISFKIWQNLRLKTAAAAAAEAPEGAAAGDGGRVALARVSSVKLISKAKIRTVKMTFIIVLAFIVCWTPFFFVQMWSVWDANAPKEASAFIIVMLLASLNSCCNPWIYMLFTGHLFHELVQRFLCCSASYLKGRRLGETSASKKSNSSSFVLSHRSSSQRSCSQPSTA
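Material: human OTR in CHO cells. Compound: 3.0 µM, one dose. Timing: compound 6 min at room temperature before oxytocin, 100 s read. Evaluation: % activation of max/min ratio relative to oxytocin controls. Replication: single well per compound, singlicate. Signal: Fluo-8 calcium dye fluorescence.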
CHRM1 agonist: human M1 muscarinic receptor agonism. 0.33% of 360,000 active. CHO-K1 hM1, Fluo-8 calcium fluorescence, agonist mode; 0% DMSO, 100% acetylcholine EC100. P11229. activation, % at 3 µM;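 active = activation above the run's mean compound activation plus 3 SD, cut at about 16% in these data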;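 also: peak over basal fluorescence ratio within a 140 s kinetic read after compound addition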
CHO parental Ca: counter-screen for OX1R antagonists: effect in parental CHO cells | parental CHO-K1, ATP-induced calcium, Fluo-8 fluorescence | inhibition, % at 5.6 µM | 0.63% of 330,000 active | AID 463079;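 active = inhibition above that plate's mean sample inhibition plus 3 SD, cut at about 26% in these data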;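 also: 0% = ATP-challenged DMSO wells and 100% = DMSO wells without ATP; some compounds past the cut are filed as inactive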
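Assay system: parental CHO cells; Read-out basis: percent inhibition of ATP-evoked calcium rise, normalized to controls; Benchmarks: ATP and no-ATP DMSO wells; Compound dosing: single nominal dose of 5.6 µM per compound; Signal: Fluo-8 calcium dye fluorescence; Also added: ATP as calcium-mobilizing challenge; Repeats: singlicate.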
TAAR1 ag: human TAAR1 agonism; activation, % at 3 µM; Q96RJ0; 0.99% of 360,000 active; CHO RD-HGA16 TAAR1, Fluo-8 calcium fluorescence; vehicle wells 0%, saturating PEA agonist 100%;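 active = activation above the mean activation of all test compounds in the run plus 3 SD, cut at about 38% in these data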
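Test system: RD-HGA16 (CHO) cells co-expressing Gα16 and hTAAR1 / Benchmarks: DMSO vehicle as 0%, PEA at EC100 as 100% / Repeats: no replicates (n 1) / Measure: % activation from peak over basal fluorescence ratio, DMSO-to-PEA scaled / Timing: 17-24 h plating, Fluo-8 75 min 37 °C, 30 min RT / Technique: kinetic Fluo-8 calcium fluorescence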
Starred values were filed as active, the others as inactive; . = not tested or not shown; & = joins results of further samples.

SMILES | CHO-K1 Ca antag | M1 ag parental | M1 PAM parental | TAAR1 antagonist | CHRM1 antagonist | OXTR potentiator | CHRM1 agonist | CHO parental Ca | TAAR1 ag
COc1ccc(C/C(C)=N\NC(=O)c2c[nH]c3ccccc23)cc1OC | -8 | 0.5 | -8 | -12 | -8 | -6 | 1 | -4 | 4
COc1cccc(NC(=O)c2ccccc2N2C(=O)C3C4C=CC(C5CC45)C3C2=O)c1 (stereo not drawn) | -5 | 2.9 | 17 | -14 | -1 | -6 | 6 | -23 | 10
Cc1noc(C)c1COC(=O)c1ccc2c(c1)S(=O)(=O)c1ccccc1C2=O | -4 | 0.4 | 19 | -1 | 4 | -10 | -4 | -18 | 14
CCCNC(=O)CC1C(=O)N(Cc2ccccc2)C(C)c2nc3ccccc3n21 (stereo not drawn) | -13 | 0.5 | -8 | 0 | -6 | -5 | -2 | 8 | 3
COc1cc(/C=C(/C(=O)c2cccs2)c2nc3ccccc3[nH]2)cc(OC)c1O | -6 | 1.6 | 23 | 0 | -7 | -2 | -3 | -21 | 21
Cc1ccccc1-n1c(SCc2cccc(F)c2)nc2[nH]ncc2c1=O | -3 | 7.8 | 26 | -5 | -2 | -6 | -8 | -25 | -1
O=C(Nc1ccc(N2CCOCC2)cc1)c1cccc(S(=O)(=O)N2CCC(Cc3ccccc3)CC2)c1 | -10 | 0.3 | 4 | 1 | 11 | -8 | -1 | 3 | 4
COc1ccc(C2=NOC(C(=O)Nc3cccc(O)c3)C2)cc1 (stereo not drawn) | -4 | -0.2 | -6 | -13 | -17 | -8 | 5 | -5 | -1
CCNC(=O)CNC(=O)c1nn(Cc2ccccc2)c(=O)c2ccccc12 | 4 | -0.7 | -15 | -22 | -10 | 0 | -1 | -14 | -2
O=C(NC1CCc2ccccc21)C12CN(Cc3ccccc3)CC1C(c1cccc([N+](=O)[O-])c1)=NO2 (stereo not drawn) | -10 | 0.0 | 12 | -14 | 3 | -10 | -6 | -15 | 9
CCOC(=O)c1c(C)n(-c2ccc(OC)cc2)c2ccc(O)c(CN(C)C)c12 | -5 | 4.9 | 13 | -8 | -10 | -3 | 2 | 0 | 18
CC(C)CC1C(=O)N(Cc2cn(Cc3ccco3)nn2)CCS(=O)(=O)N1Cc1ccc(-c2cccc(CO)c2)cc1 (stereo not drawn) | 16 | 3.1 | 7 | 46 | 12 | . | -3 | . | 13
NS(=O)(=O)c1ccc(CCNS(=O)(=O)c2ccc3c(c2)NC(=O)CO3)cc1 | -16 | 1.6 | 11 | -7 | -11 | -9 | -4 | -2 | 3
COc1ccc(N2CCN(Cc3nc4c(c(=O)[nH]c(=O)n4C)n3CC(C)=O)CC2)cc1 | -4 | 0.1 | 11 | -20 | -11 | -3 | -3 | -10 | 1
CN(C)S(=O)(=O)N1CCC(Oc2cccc(C(=O)NCCCC3CCCC3)c2)CC1 | 0 | 13 | 7 | 61* | 27 | -14 | 3 | 24 | 11
c1ccc(-c2nnc(SCc3ccncc3)o2)cc1 | -8 | 0.4 | 10 | -10 | -16 | . | -1 | . | 0
Cc1cccn2c(=O)c(C=NCc3ccco3)c(Nc3ccc(SC(F)F)cc3)nc12 | -9 | 1.0 | 16 | -2 | 3 | 0 | -4 | 0 | 8
COc1ccc(NC(=O)C2CC(=O)N=C(N)S2)cc1 (stereo not drawn) | -8 | 3.9 | 4 | 0 | 3 | -2 | -1 | -5 | 0
Oc1c(CN2CCOCC2)cc(COCc2ccccc2)c2cccnc12 | -13 | 1.2 | 17 | -8 | -12 | -4 | -9 | -14 | 7
N#CC1=C(N)NC(SCC(=O)Nc2ccccc2)=C(C#N)C12CCCCC2 | 7 | 2.6 | 4 | 19 | -9 | -6 | 2 | -1 | 9
CC[C@H](C)[C@H](NC(N)=O)C(=O)NCCc1ccc(Cl)cc1Cl | -13 | -0.2 | 10 | 2 | 0 | -17 | -7 | -15 | 10
O=C(Cc1ccc(-n2c(=O)c3ccccc3n(Cc3ccccc3F)c2=O)cc1)NCC1CCCO1 (stereo not drawn) | -9 | 1.0 | 16 | -18 | -3 | -11 | -6 | -6 | 0
CC(C)CNC(=S)N1CCC(C(=O)c2ccc(F)cc2)CC1 | -6 | 4.8 | 11 | 4 | -8 | -11 | -1 | -6 | 16
Cc1cccc(-c2ccc3c(c2)C2CC3CCN2)c1 (stereo not drawn) | 7 | 0.6 | 2 | 1 | 32 | . | -10 | . | 16
CCOC(=O)c1c(NC(=O)CSc2nnc(-c3ccccc3)o2)sc(C(C)=O)c1C | -8 | 0.8 | 13 | 1 | -35 | -11 | -1 | -2 | 10
The results go on:
SMILES | CHO-K1 Ca antag | M1 ag parental | M1 PAM parental | TAAR1 antagonist | CHRM1 antagonist | OXTR potentiator | CHRM1 agonist | CHO parental Ca | TAAR1 ag
COCCN(C(=O)c1csnn1)C(C(=O)NC1CCCCC1)c1ccc(Cl)cc1 (stereo not drawn) | 13 | 0.0 | -9 | -16 | 7 | -1 | -2 | -24 | 1
CC(=O)Nc1ccc2nc(NC(=O)COc3ccccc3)sc2c1 | 0 | 5.6 | 14 | -33 | -4 | -10 | -2 | 0 | 6
Cc1ccc(-c2csc(C3=C(O)CN(NC(=O)c4ccc([N+](=O)[O-])cc4)C3=N)n2)cc1 | -4 | 1.3 | 25 | -7 | -6 | -3 | -5 | -1 | 2
Cc1cc2c(c(=O)o1)C(C13C=CC(CC1)C3)C(C#N)=C(N)O2 (stereo not drawn) | -11 | 0.8 | 21 | -21 | -13 | -8 | -3 | -16 | 2
O=C(CN1CCC(c2nc3ccccc3s2)CC1)NCc1ccccc1 | 4 | 1.9 | 5 | -1 | -3 | -12 | -3 | -23 | 6
COc1ccc(C2CC(c3ccc(Cl)cc3)=NN2C(C)=O)cc1 (stereo not drawn) | 10 | 6.0 | 20 | 2 | 3 | -17 | -1 | -9 | 0
O=C(N/N=C/c1cc(Br)c(Br)o1)c1cccnc1 | 1 | 1.4 | 20 | 23 | -12 | -2 | -4 | 7 | 3
CN1CCN(C(=O)C2CC(=O)N(c3ccc(F)c(Cl)c3)C2)CC1 (stereo not drawn) | -8 | 0.4 | 23 | 12 | 1 | -1 | -6 | -4 | 0
O=C(CCNc1n[nH]c(=O)[nH]c1=O)N/N=C/c1ccc(Cl)cc1 | -4 | 2.7 | 15 | 2 | 6 | -5 | -7 | 1 | 7
COc1ccc(NCc2nnc(SCC(=O)N3CCCc4ccccc43)n2C)cc1 | -8 | 1.3 | 9 | 9 | -6 | 5 | -10 | -17 | 5
CC1(C)CC(=O)C(=Cc2cn(-c3ccccc3)nc2-c2ccccc2)C(=O)C1 | 5 | 0.0 | -13 | -17 | -8 | -2 | -3 | -10 | -1
Cc1csc(=O)n1CC(=O)Nc1nc2ccccc2s1 | -6 | 4.9 | 9 | 2 | -1 | -7 | -3 | -19 | 7
CC(OC(=O)c1ccc2ccccc2n1)C(=O)c1ccccc1 (stereo not drawn) | -13 | 1.6 | 11 | -34 | -3 | -5 | -4 | -28 | 10
CC(C)C[C@@H]1O[C@H](CCc2ccccc2)CC2=C1C(=O)OC(C)(C)O2 | -16&0 | -0.4&-0.1 | 11&-1 | -21 | . | . | . | . | -1
COc1ccc(C2CC(=O)c3sc(NC(C)=O)nc3C2)cc1 (stereo not drawn) | -8 | 2.2 | 24 | 13 | -9 | -4 | -8 | 1 | -3
COc1ccccc1N1C(=O)CC1(C#N)c1ccc(OCc2ccccc2)cc1 (stereo not drawn) | -6 | 3.9 | 28 | 20 | 4 | -7 | 0 | -15 | 5
CCOC(=O)COc1ccc(S(=O)(=O)NCc2ccncc2)cc1 | 12 | 13 | -7 | -1 | 19* | -11 | 3 | 16 | 6
O=C(NCCS(=O)(=O)N1CCN(c2ccccc2F)CC1)C1CC(=O)N(c2ccc(F)cc2)C1 (stereo not drawn) | -2 | 0.5 | 7 | -5 | -10 | -3 | -2 | -6 | 1
CCSC1=C(C#N)C(c2ccccc2OC)CC(=O)N1 (stereo not drawn) | 1 | -0.5 | -1 | -5 | -16 | 1 | 2 | -9 | -1
COc1cccc(Oc2nnnn2-c2ccccc2)c1 | 8 | 1.4 | 3 | 4 | 13 | 6 | -3 | -1 | -2
O=C(CC1C(=O)NCCN1C/C=C/c1ccccc1)NCCc1ccncc1 (stereo not drawn) | -3 | 0.8 | -4 | -12 | -9 | -3 | -7 | 10 | 1
O=C(CCc1ccc(S(=O)(=O)N2CCOCC2)cc1)Nc1ccc2ccccc2c1 | 2 | 2.1 | 15 | 2 | 2 | -3 | -4 | -10 | 5
CC1CC(C)CN(C(=O)c2cc(S(=O)(=O)N3CCCCC3)ccc2Cl)C1 (stereo not drawn) | 5 | -0.2 | 10 | -5 | 1 | -4 | -2 | -25 | 1
Cc1ccc2nc(NCCO)nc(-c3ccccc3)c2c1 | -3 | 0.9 | 11 | 12 | 2 | -15 | -6 | -16 | 3
Cc1ccsc1-c1nc(CSCC(=O)NCc2ccc3c(c2)OCO3)c(C)o1 | -6 | 1.0 | 11 | -6 | -12 | -1 | -8 | -12 | -1
O=C(O)C1CCCCC1C(=O)NCc1ccc(Cl)c(Cl)c1 (stereo not drawn) | 0 | 2.9 | 15 | 28 | 1 | 0 | -6 | -7 | 3
NC(=O)c1cc(S(=O)(=O)N2CC=C(c3ccccc3)CC2)cs1 | -8 | 4.5 | 6 | -6 | 2 | -10 | 3 | 3 | 7
Cn1c(=O)[nH]c(=O)c2c1nc(Br)n2CCSc1nnnn1-c1ccccc1 | -5 | 1.5 | 4 | 0 | -6 | -2 | -5 | -13 | 2
CCOC(=O)C1CCN(S(=O)(=O)c2ccc3c(c2)CCCN3C(C)=O)CC1 | 1 | 2.0 | 7 | 10 | -25 | -13 | 1 | -8 | 2

Some of these compounds in order of formula weight, largest number first:
SMILES | CHO-K1 Ca antag | M1 ag parental | M1 PAM parental | TAAR1 antagonist | CHRM1 antagonist | OXTR potentiator | CHRM1 agonist | CHO parental Ca | TAAR1 ag
COc1ccccc1N1C(=O)CC1(C#N)c1ccc(OCc2ccccc2)cc1 (stereo not drawn) | -6 | 3.9 | 28 | 20 | 4 | -7 | 0 | -15 | 5
Cc1cc2c(c(=O)o1)C(C13C=CC(CC1)C3)C(C#N)=C(N)O2 (stereo not drawn) | -11 | 0.8 | 21 | -21 | -13 | -8 | -3 | -16 | 2
Cc1ccc2nc(NCCO)nc(-c3ccccc3)c2c1 | -3 | 0.9 | 11 | 12 | 2 | -15 | -6 | -16 | 3
COc1cccc(Oc2nnnn2-c2ccccc2)c1 | 8 | 1.4 | 3 | 4 | 13 | 6 | -3 | -1 | -2
